# High-throughput results as filed in PubChem.
# E coli Lon inh = inhibitors of E. coli Lon protease, primary screen, biochemical, fluorescence polarization; hit rate 0.42% among 360,000; purified E. coli Lon protease; inhibition, % at 7.94 µM; P0A9M0; in the data active = inhibition above about 13%, passing the limit was not always enough;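 also: 0% = enzyme with probe and DMSO and 100% = no enzyme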
# LMPTP inh = LMPTP phosphatase inhibitors, primary screen, biochemical, fluorescence intensity, uHTS | Low molecular weight phosphotyrosine protein phosphatase (Homo sapiens), P24666 | recombinant LMPTP-A, OMFP fluorogenic substrate | inhibition, % at 20 µM | hit rate 0.22% among 360,000 | AID 651560, 2012;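 active = compounds that cut the enzyme signal by at least half of the control window in the single-dose screen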;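 also: plate controls were DMSO wells with enzyme plus substrate for no effect and substrate without enzyme for full effect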
# Target sequence (P24666 whole entry, looked up): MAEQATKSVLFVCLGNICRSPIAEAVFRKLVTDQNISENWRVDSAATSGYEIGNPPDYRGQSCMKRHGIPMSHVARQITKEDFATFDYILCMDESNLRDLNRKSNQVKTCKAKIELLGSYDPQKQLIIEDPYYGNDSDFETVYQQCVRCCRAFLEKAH
#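 Material: LMPTP-A; amount: 0.625 nM enzyme; doses: single 20 µM dose; times: reaction 50 min, room temperature, dark; technique: fluorescence intensity of OMFP turnover product; benchmarks: no-enzyme and uninhibited controls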
# DNMT1 block = human DNMT1 methyltransferase inhibitors, primary screen, biochemical, molecular beacon, fluorescence, HinP1I cleavage, uHTS; hit rate 0.83% among 360,000; inhibition (reported as % activation of signal), % at 10 µM; in the data active = inhibition above about 50%
# MsrA inhibitor = bovine MsrA enzyme inhibitors, primary screen, biochemical, absorbance, HTS; Methionine sulfoxide reductase A (Bos taurus); purified bovine MsrA, absorbance read-out; inhibition, % at 15.5 µM; hit rate 0.75% among 360,000; in the data active = inhibition above about 4.5%;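 also: 0% = vehicle wells with enzyme and 100% = reference inhibitor wells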
# TbMetRS inhib = T. brucei MetRS inhibitors, primary screen, biochemical, luminescence | hit rate 0.4% among 360,000 | methionyl-tRNA synthetase (Trypanosoma brucei brucei) | AID 624268, 2012 | inhibition, % at 11.9 µM | purified T. brucei MetRS, ATP depletion, Kinase-Glo luminescence;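 active = inhibition above a per-plate cutoff of the control wells' mean inhibition plus 3 SD, cut at about 5.5% in these data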;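 also: 0% = DMSO wells median and 100% = median of wells with control inhibitor compound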
#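 Measured by: Kinase-Glo luciferase luminescence reporting remaining unconsumed ATP. Material: purified T. brucei MetRS enzyme. Doses: 11.9 µM compound single dose, 0.9% DMSO. Medium: HEPES buffer containing pyrophosphatase, BSA, spermine, DTT. Times: 15 min preincubation, 2 h reaction, all 25 °C. Reagent: methionine, ATP and bulk E. coli tRNA.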
# bovine MsrA act = bovine MsrA enzyme activators, primary screen, biochemical, absorbance, HTS; purified bovine MsrA, absorbance read-out; activation, % at 10.6 µM; AID 602163, 2012; hit rate 0.3% among 360,000; Methionine sulfoxide reductase A (Bos taurus); in the data active = activation above about 7.5%;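 also: 0% = vehicle and 100% = reference activator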
# SUMO1-SIM PPI = modulators of SUMO1 protein-protein interactions, primary screen, biochemical, uHTS. SUMO1 binding to a labelled peptide, TR-FRET, 1 h. inhibition, % at 20 µM. hit rate 0.33% among 360,000; in the data active = inhibition above about 37%
# Target sequence (P63165 whole entry, looked up): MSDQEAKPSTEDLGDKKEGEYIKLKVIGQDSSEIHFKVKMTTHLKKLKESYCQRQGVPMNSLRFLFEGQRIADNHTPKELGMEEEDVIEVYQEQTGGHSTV
# STEP inh = STEP phosphatase inhibitors, primary screen, biochemical, fluorescence intensity, uHTS; Tyrosine-protein phosphatase non-receptor type 5 (Homo sapiens), P54829; recombinant STEP, OMFP fluorogenic substrate; inhibition, % at 20 µM; hit rate 0.25% among 360,000; AID 588621, 2011;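 active = inhibition at 20 µM, scaled per plate between control wells, above about 37%, limit read from the data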;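 also: 0% = DMSO with enzyme and substrate and 100% = substrate only without enzyme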
# Target sequence (P54829 whole entry, looked up): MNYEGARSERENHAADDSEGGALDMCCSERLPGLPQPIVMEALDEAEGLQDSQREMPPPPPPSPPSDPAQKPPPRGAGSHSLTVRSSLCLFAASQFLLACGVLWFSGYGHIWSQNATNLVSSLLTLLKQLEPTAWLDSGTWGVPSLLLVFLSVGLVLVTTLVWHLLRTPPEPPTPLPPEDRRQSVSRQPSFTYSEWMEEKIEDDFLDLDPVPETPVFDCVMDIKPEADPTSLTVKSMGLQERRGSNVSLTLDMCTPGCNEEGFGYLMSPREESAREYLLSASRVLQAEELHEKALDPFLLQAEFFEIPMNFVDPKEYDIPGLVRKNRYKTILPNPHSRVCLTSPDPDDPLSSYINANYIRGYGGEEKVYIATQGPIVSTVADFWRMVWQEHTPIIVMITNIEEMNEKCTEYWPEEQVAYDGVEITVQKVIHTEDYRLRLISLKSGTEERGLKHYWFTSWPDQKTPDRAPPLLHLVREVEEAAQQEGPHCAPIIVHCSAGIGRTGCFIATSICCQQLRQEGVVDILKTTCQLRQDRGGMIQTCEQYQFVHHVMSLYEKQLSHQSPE
#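 Material: STEP (striatal-enriched tyrosine phosphatase) enzyme, cell-free | Medium: 50 mM Bis-Tris pH 6.0 with 2.5 mM DTT and 0.005% Tween 20 | Read-out: Percent inhibition scaled to no-enzyme and uninhibited-enzyme controls, plate-pattern corrected | Signal: Fluorescence read at 480 nm ex / 540 nm em | Times: 20 min reaction, room temperature, in the dark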
# NRP1-CendR mod = modulators of CendR peptide binding to NRP-1, primary screen, biochemical, fluorescence polarization, uHTS | FAM-RPARPAR peptide binding to NRP-1 | hit rate 0.85% among 360,000 | Neuropilin-1 (Homo sapiens), O14786 | inhibition, % at 25 µM;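 active = inhibition or corrected inhibition above about 18%, plus a signal ratio from 0.5 to 1.5, limit read from the data, passing the limit was not always enough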; also: strong numbers were not always called active
# Scp-1 inhibitor = Scp-1 phosphatase inhibitors, primary screen, biochemical, colorimetric, uHTS; Recombinant Scp1, phosphopeptide, malachite green phosphate absorbance; inhibition, % at 20 µM; hit rate 0.88% among 340,000; AID 493091, 2011; Carboxy-terminal domain RNA polymerase II polypeptide A small phosphatase 1 (Homo …;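 active = inhibition above about 50% at 20 µM, limit read from the data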;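 also: plate controls were DMSO wells with enzyme for no effect and wells lacking enzyme for full effect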
# Target sequence (Q9GZU7 76-261 limits assumed): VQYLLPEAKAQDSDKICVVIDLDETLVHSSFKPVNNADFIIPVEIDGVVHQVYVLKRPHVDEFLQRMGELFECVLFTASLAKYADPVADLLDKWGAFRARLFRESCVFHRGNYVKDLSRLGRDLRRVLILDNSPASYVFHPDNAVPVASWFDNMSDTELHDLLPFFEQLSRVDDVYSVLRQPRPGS
#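 Times: enzyme reaction 45 min at room temperature, colour 5 min, stabilisation 30 min. Material: SCP-1 catalytic fragment, aa 76-261. Medium: Acidic Tris acetate buffer with magnesium and detergent. Signal: colorimetric free-phosphate detection, absorbance 630 nm. Read-out basis: % inhibition of SCP-1 phosphate liberation. Reagent: Phosphorylated 17-residue peptide substrate.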
# An asterisk follows results filed as active; x = not tested or not shown. Hits appear at their usual frequency (roughly 4.3% active in at least one column).
SMILES,E coli Lon inh,LMPTP inh,DNMT1 block,MsrA inhibitor,TbMetRS inhib,bovine MsrA act,SUMO1-SIM PPI,STEP inh,NRP1-CendR mod,Scp-1 inhibitor
Cc1nc(-c2ccc3c(c2)CCC(=O)N3)cs1,3,-0.8,3,0.5,-0.3,-1,-3,-3,-5,0
O=C1C2ON(c3ccc(Cl)cc3)C(c3ccco3)C2C(=O)N1c1ccccc1 (centres undefined),1,1.8,-4,-1.0,0.3,4,1,1,-12,-15
Cc1ccc(CNC(=O)CSc2ccc(-c3ccco3)nn2)cc1,10,-1.9,0,-0.9,-0.5,-4,-4,-2,2,-6
CCOc1ccccc1NC(=O)C1CCCN(S(=O)(=O)c2ccc3c(c2)C(C)(C)C(=O)N3C)C1 (centres undefined),2,0.5,-3,-0.3,0.5,-2,4,1,3,-13
CC(=O)n1nc(-c2ccccc2)nc1NCc1ccc(F)cc1,0,0.9,-2,0.2,-0.1,-4,0,3,-2,-3
COc1ccc(CN(C(=O)c2ccc(-c3ccccc3)[nH]2)C(C(=O)NCC2CCCO2)c2ccc(C)o2)cc1 (centres undefined),1,5.1,-14,2.3,-0.3,-3,0,-3,9,-11
COc1ccc(OCc2cc(C(=O)NCCCc3ccccc3)no2)c(Cl)c1,-9,4.5,-5,1.2,0.3,-2,1,1,1,-15
O=C(CCc1ccccc1)Nc1ccccc1[N+](=O)[O-],-3,-0.5,-3,1.2,-0.3,-3,-13,-1,-6,-10
C#CC[N+](C)(C)CC#Cc1ccc(Cl)cc1,3,-2.0,-2,-0.2,-0.1,-2,0,-3,-1,-5
CCOP(=O)(Nc1ccc2oc(=O)c3ccccc3c2c1)OCC,-1,-0.1,3,2.0,0.5,-3,-3,2,-5,-8
CCCC(=O)Nc1c(-c2ccccc2)[nH][nH]c1=O,-4,0.0,-14,-0.2,-0.1,-3,-2,2,5,x
COc1ccc(C2/C(=C(/O)c3cnn(-c4ccccc4)c3C)C(=O)C(=O)N2CCN(C)C)cc1OC (centres undefined),-3,-2.7,0,9.3*,-0.3,-4,-4,1,10,-16
O=C(C1CCCO1)N1CCN(C(=S)Nc2ccc(Cl)cc2)CC1 (centres undefined),7,-1.7,4,0.0,-1.2,-8,1,0,-32,7
N#CC1(c2ccccc2)CCCN1C(=O)c1ccc(Br)o1 (centres undefined),-8,-0.2,3,0.4,-0.3,-1,-4,-2,-3,-8
NC(=O)C1(N2CCCCC2)CCN(Cc2ccc(F)cc2)CC1,0,0.0,11,-1.3,0.1,-1,1,-4,7,0
Cc1cc2oc(=O)sc2cc1NS(=O)(=O)c1ccccc1,-7,0.1,-1,0.6,-0.2,6,4,0,4,-6
C=CCn1c(COc2ccccc2)nnc1SCC(=O)NCC(=O)OCC,0,-0.2,2,0.4,-1.1,0,4,-1,-2,-2
CCOC(=O)c1ccc(NC(=O)C2CCC(CNc3c(N4CCOCC4)c(=O)c3=O)CC2)cc1 (centres undefined),-3,-0.9,4,0.1,-0.5,-14,3,0,3,-11
C#CCOC(=O)Nc1ccc(OCC(F)(F)F)nc1,-1,-1.0,0,-0.9,-0.7,2,3,3,-4,-5
CNC(=O)CN(C)S(=O)(=O)c1ccc(OC)c(Cl)c1,-6,-1.3,2,0.1,-2.0,-12,-2,-2,9,7
CC(=O)N1CCc2c(sc(NC(=O)c3ccc(S(=O)(=O)N(C)C)cc3)c2C#N)C1,-14,-1.8,-14,2.0,-0.5,-9,-14,5,-43,-12
Cc1cc(C)n2ncc(-c3cccc(Br)c3)c2n1,-3,0.7,0,0.2,-0.8,0,3,-1,8,-10
CCN(CC)S(=O)(=O)c1ccc(-c2nnco2)cc1,2,-0.2,2,1.6,0.4,-4,1,-24,-2,-9
O=C(CN1CCCCC1)Nc1c2c(nc3ccccc13)N(c1ccccc1)CC2,2,3.1,-1,3.4,1.0,-3,-52,-3,20,-7
COCCNc1nc(CSc2ccccc2)nc2sc(C)c(C)c12,-5,2.2,3,0.5,0.3,-6,2,4,6,3

# More results.
SMILES,E coli Lon inh,LMPTP inh,DNMT1 block,MsrA inhibitor,TbMetRS inhib,bovine MsrA act,SUMO1-SIM PPI,STEP inh,NRP1-CendR mod,Scp-1 inhibitor
CC(=O)c1cccc(N(CC(=O)NC2CCCCC2)C(=O)CNC(=O)c2cccs2)c1,-2,-0.7,2,0.7,-0.5,-2,1,0,5,3
COc1ccc(Cl)cc1C(=O)NC(=S)Nc1cc(-c2nc3ccccc3[nH]2)ccc1C,0,5.4,-13,3.1,0.1,-11,2,13,13,10
Cc1cc(=O)c2cc(Br)ccc2n1CC(=O)NCc1ccccc1,-3,0.3,6,1.1,-0.3,-2,3,0,5,-14
Cc1nn2c(-c3ccc(S(=O)(=O)N4CCN(C)CC4)o3)nnc2c2ccccc12,-3,-1.2,7,1.1,0.4,-2,18,1,4,-7
COc1ccc(NC(=O)c2ccccc2Oc2ccccc2)cc1,8,1.4,1,-0.7,-1.2,-2,-2,-4,6,-9
O=C(Nc1cc(S(=O)(=O)N2CCOCC2)ccc1N1CCOCC1)c1cn2ccccc2n1,-2,-0.6,6,0.7,-1.1,-11,-2,-4,-1,11
COC(=O)c1ccc(N2CCN(C(C)=O)CC2)c(NC(=O)COc2ccccc2C)c1,-13,0.2,0,0.3,-0.4,-6,2,-1,5,-4
CC(C)n1c(O)c(N=NC(=O)CNC(=O)CCc2ccccc2)c2ccccc21,14,-0.4,0,1.3,-0.1,-4,-28,-2,-4,-16
O=C(Nc1ccc(CN2CCCCC2)cc1)c1ccc2c(c1)OCO2,-1,-0.4,-6,-0.7,-0.2,-2,-1,2,-8,-8
Cc1ccc(S(=O)(=O)N2CCC(C(=O)OCC(=O)N3CCCC(C)C3)CC2)cc1C (centres undefined),-16,-0.9,1,1.8,-0.3,-2,2,-2,3,2
Cc1cc(C)c(S(=O)(=O)n2ccc(-c3ccc(OCCN(C)c4ccccn4)cc3)n2)c(C)c1,-10,4.1,0,-0.2,0.1,0,0,0,11,5
COc1cc(C(=O)NCc2ccccc2)ccc1OC(F)F,-6,-0.3,1,0.3,0.7,-1,1,2,1,-7
CCOc1ccc(-n2cnc3scc(-c4ccc(OC)c(OC)c4)c3c2=O)cc1,11,-0.7,-6,1.9,-0.4,-1,0,0,2,-8
O=C(CN1CCN(S(=O)(=O)c2ccc(Cl)cc2)CC1)NCc1cccs1,-2,-0.7,3,0.4,-0.2,-3,2,-2,-2,-4
CN(C(=O)Cn1nnc(-c2cccc(C(F)(F)F)c2)n1)C1CCCCC1,4,0.6,-3,0.8,-0.7,1,-4,-2,5,-18
CCOC(=O)c1ccc(COC(=O)c2cc(=O)[nH]c3ccccc23)o1,-5,1.5,1,0.5,-0.9,-5,-11,-2,3,0
O=S(=O)(c1ccc(Cl)c(NC(=S)Nc2cccc(O)c2)c1)N1CCOCC1,18,1.2,-6,-0.5,-1.0,-11,4,-1,-2,2
Cc1ccc2oc(C(=O)N3CCC(N4CCSCC4)CC3)c(C)c2c1,-3,0.0,-1,0.6,0.7,0,-5,0,10,-11
O=S(=O)(NCCSc1ccccc1)c1ccc2c(c1)OCCO2,-3,-0.1,-2,-0.5,0.2,-4,-3,-16,-8,-11
O=[N+]([O-])c1ccc(F)cc1F,4,0.0,-3,-0.3,-0.9,-5,4,-2,2,0
CCOc1ccc(NC(=O)C(CC(=O)O)Cc2ccc(Br)cc2)cc1 (centres undefined),0,-1.7,1,-1.2,0.1,-2,4,1,-12,-7
Cc1ccc(-c2csc(NC(=O)c3cccc([N+](=O)[O-])c3C(=O)O)n2)cc1,-1,0.8,3,-0.3,-0.3,-2,-15,-2,-1,-1
CC(C)Cc1ccc(S(=O)(=O)NCC2CCCO2)cc1 (centres undefined),-3,-0.2,-3,-0.9,-0.2,-1,5,1,10,-2
CCc1cc2cc(C)cc(C)c2[nH]c1=S,4,1.7,-2,-1.2,-0.4,-2,-5,0,6,-3
COc1ccc(-c2cc(C(=O)Nc3cccc(S(=O)(=O)NCc4ccco4)c3)c3ccccc3n2)cc1OC,-9,2.1,-7,2.9,0.0,-3,-15,-5,-22,6

# Shown bar-delimited: entries from further up
Compound | E coli Lon inh | LMPTP inh | DNMT1 block | MsrA inhibitor | TbMetRS inhib | bovine MsrA act | SUMO1-SIM PPI | STEP inh | NRP1-CendR mod | Scp-1 inhibitor
Cc1nc(-c2ccc3c(c2)CCC(=O)N3)cs1 | 3 | -0.8 | 3 | 0.5 | -0.3 | -1 | -3 | -3 | -5 | 0
O=C1C2ON(c3ccc(Cl)cc3)C(c3ccco3)C2C(=O)N1c1ccccc1 (centres undefined) | 1 | 1.8 | -4 | -1.0 | 0.3 | 4 | 1 | 1 | -12 | -15
Cc1ccc(CNC(=O)CSc2ccc(-c3ccco3)nn2)cc1 | 10 | -1.9 | 0 | -0.9 | -0.5 | -4 | -4 | -2 | 2 | -6
CCOc1ccccc1NC(=O)C1CCCN(S(=O)(=O)c2ccc3c(c2)C(C)(C)C(=O)N3C)C1 (centres undefined) | 2 | 0.5 | -3 | -0.3 | 0.5 | -2 | 4 | 1 | 3 | -13
CC(=O)n1nc(-c2ccccc2)nc1NCc1ccc(F)cc1 | 0 | 0.9 | -2 | 0.2 | -0.1 | -4 | 0 | 3 | -2 | -3
COc1ccc(CN(C(=O)c2ccc(-c3ccccc3)[nH]2)C(C(=O)NCC2CCCO2)c2ccc(C)o2)cc1 (centres undefined) | 1 | 5.1 | -14 | 2.3 | -0.3 | -3 | 0 | -3 | 9 | -11
COc1ccc(OCc2cc(C(=O)NCCCc3ccccc3)no2)c(Cl)c1 | -9 | 4.5 | -5 | 1.2 | 0.3 | -2 | 1 | 1 | 1 | -15
O=C(CCc1ccccc1)Nc1ccccc1[N+](=O)[O-] | -3 | -0.5 | -3 | 1.2 | -0.3 | -3 | -13 | -1 | -6 | -10
C#CC[N+](C)(C)CC#Cc1ccc(Cl)cc1 | 3 | -2.0 | -2 | -0.2 | -0.1 | -2 | 0 | -3 | -1 | -5
CCOP(=O)(Nc1ccc2oc(=O)c3ccccc3c2c1)OCC | -1 | -0.1 | 3 | 2.0 | 0.5 | -3 | -3 | 2 | -5 | -8
